Bioassay records deposited in PubChem BioAssay by National Center for Advancing Translational Sciences (NCATS).
USP1 inh – blocks the human USP1/UAF1 deubiquitinase complex; recombinant USP1/UAF1, Ub-Rhodamine cleavage fluorescence; O94782; 0.23% of 390,000 active; Potency, µM (series often up to 57.1 µM), for the others: top-dose activity change, negative = inhibition, most hits filed as inhibitors; further: potency means the concentration at half of the fitted maximal effect; on the % scale 0 is the no-effect control and ±100 the full control effect; nearly all actives have a fitted effect of over 60% in size; inactives centre near -12
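USP1/UAF1 complex at 1 nM was preincubated with compound for 15 min at room temperature, then Ub-Rho substrate (150nM final) was added. Fluorescence (480/540 nm) was read kinetically, 6 reads every 60 seconds.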
D2 antagonist – D2 dopamine receptor (human) antagonism | 2% of 340,000 active | HEK293 TREx D2 cells, calcium flux, dopamine EC80 | P14416 | inhibition, % at 10 µM | AID 485344; in the data active means inhibition above about 30%; further: 0% is about no effect
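Calcium flux kinetic readout in an inducible HEK293 TREx D2 line plated overnight at 30 C. After 180 s compound exposure, an EC80 dopamine challenge follows with another 180 s kinetic read to detect antagonism.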
Pin1 inh – inhibitors of human Pin1; Q13526; Pin1 FP peptide displacement, HiFluor488, 10 min; Potency, µM (top dose mostly 115 µM), inactives show top-dose activity, negative = inhibition, actives largely listed as inhibitors; 0.009% of 390,000 active; active means well fitted inhibition curve with a large enough effect in the polarisation, with a control signal flat, not every such curve was filed as active; inconclusive means small, poorly fitted or top-dose-only effect, or effect the other way, or a change in a side signal; inactive means no such curve, though single readings can be large or run the other way; the % refers to the polarisation; further: potency means the concentration at half of the fitted maximal effect; on the % scale 0 is the no-effect control and ±100 the full control effect
Target sequence (Q13526 whole entry, looked up): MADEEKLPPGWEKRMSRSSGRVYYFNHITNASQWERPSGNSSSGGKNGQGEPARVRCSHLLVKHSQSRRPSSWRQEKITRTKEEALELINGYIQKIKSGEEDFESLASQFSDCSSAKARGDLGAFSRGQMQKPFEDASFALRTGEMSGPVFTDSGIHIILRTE
TrxR1 substrate – rat thioredoxin reductase 1 substrate activity; purified TrxR1 substrate turnover, NADPH consumption readout; Potency, µM (doses to about 114 µM), for the others: top-dose activity change, negative = substrate turnover; O89049; 0.01% of 390,000 active; further: potency means the concentration at half of the fitted maximal effect; on the % scale 0 is the no-effect control and ±100 the full control effect; nearly all actives have a fitted effect of over 50% in size
Target sequence (O89049 whole entry, looked up): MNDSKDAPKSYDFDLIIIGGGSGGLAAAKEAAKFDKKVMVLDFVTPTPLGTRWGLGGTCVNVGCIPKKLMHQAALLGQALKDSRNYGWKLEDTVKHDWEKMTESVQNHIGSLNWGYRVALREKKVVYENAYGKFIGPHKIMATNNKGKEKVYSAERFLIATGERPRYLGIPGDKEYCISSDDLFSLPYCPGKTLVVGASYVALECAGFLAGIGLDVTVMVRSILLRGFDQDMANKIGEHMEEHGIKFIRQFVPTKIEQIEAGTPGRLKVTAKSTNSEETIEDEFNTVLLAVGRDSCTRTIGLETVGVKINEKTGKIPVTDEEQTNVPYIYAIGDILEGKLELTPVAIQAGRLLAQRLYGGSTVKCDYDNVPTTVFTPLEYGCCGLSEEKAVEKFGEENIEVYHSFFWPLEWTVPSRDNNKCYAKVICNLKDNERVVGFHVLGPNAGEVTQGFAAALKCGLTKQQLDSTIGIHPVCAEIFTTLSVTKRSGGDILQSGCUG
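Rat TrxR1, dispensed at 90 nM, was prereduced with 400 uM NADPH (final) for 5 min at ~22 deg C, then incubated with compound 15 min before 400 uM selenite. A first-read NADPH fluorescence drop versus no-compound background flagged substrates.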
D2 ag – D2 dopamine receptor (human) agonism; HEK293 T-REx D2 cells, calcium flux agonist mode; P14416; activation, % at 2 µM; 0.53% of 340,000 active;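 active means activation over 3 SD above normal in the single-dose calcium agonist read, cut at about 30% in these data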; further: 0% is about no effect
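Agonism is scored from calcium flux in a force-coupled, inducible HEK293 cell line expressing D2, read kinetically for 180 s after compound addition against dopamine controls.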
TRHR PAM – TRH receptor (human) allosteric enhancement. P34981. TRHR cells, fluo-8 calcium fluorescence, EC20 TRH enhancement. enhancement, % at 2 µM. 0.66% of 360,000 active. AID 493056; in the data active means enhancement above about 30%; further: 0% is about no effect
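TRHR-expressing cells loaded with fluo-8 calcium dye were read kinetically (ex 480/em 530) during compound addition, then stimulated with an EC20 of TRH (10 nM final). Enhancement of the Gq-mediated intracellular calcium response was scored.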
rTrxR1 inhibitor – blocks rat thioredoxin reductase 1. O89049. recombinant rTrxR1, NADPH fluorescence consumption, selenite substrate. AID 588453. Potency, µM (series often up to 114 µM), for the others: at the top dose activity change, negative = inhibition, actives largely listed as inhibitors. 1% of 390,000 active; further: potency means the concentration at half of the fitted maximal effect; on the % scale 0 is the no-effect control and ±100 the full control effect; nearly all actives have a fitted effect of over 65% in size
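Rat TrxR1 (90 nM in the dispensed reagent) was pre-reduced with 400 uM NADPH for 5 min at room temperature, then incubated with compound for 15 min. After 400 uM selenite was added, NADPH fluorescence (Ex 340/Em 450 nm) was followed for 8 min.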
mIDH1 inhibitor – inhibitors of human mutant IDH1 R132H; 0.093% of 390,000 active; IDH1-R132H enzyme, NADPH consumption, diaphorase/resazurin fluorescence; O75874; Potency, µM (highest dose often 76.6 µM), inactives show at the highest dose activity change, negative = inhibition, hits mostly inhibitors; further: potency means the concentration at half of the fitted maximal effect; on the % scale 0 is the no-effect control and ±100 the full control effect; nearly all actives have a fitted effect of over 65% in size
Target sequence (O75874 whole entry R132H, stated change not applied): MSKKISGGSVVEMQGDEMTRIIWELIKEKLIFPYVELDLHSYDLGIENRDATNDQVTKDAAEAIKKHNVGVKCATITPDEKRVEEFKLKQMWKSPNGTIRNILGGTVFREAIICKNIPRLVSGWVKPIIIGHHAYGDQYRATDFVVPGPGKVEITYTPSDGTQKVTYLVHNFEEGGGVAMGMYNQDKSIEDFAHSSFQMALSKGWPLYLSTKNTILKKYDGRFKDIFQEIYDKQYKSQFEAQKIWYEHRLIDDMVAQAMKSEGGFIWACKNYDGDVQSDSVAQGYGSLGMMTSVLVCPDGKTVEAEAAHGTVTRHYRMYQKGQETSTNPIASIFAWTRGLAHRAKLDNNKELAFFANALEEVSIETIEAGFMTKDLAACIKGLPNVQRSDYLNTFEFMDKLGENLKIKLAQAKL
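IDH1-R132H (0.5 ug/mL) preincubated 30 min with compound, then NADPH (0.016 mM) and alpha-KG (2 mM) added; 80 min at RT, pH 7.5. Remaining NADPH coupled via diaphorase/resazurin to fluorescence (540/590 nm); concentration-response curves normalized to no-enzyme control.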
TRHR agonist – TRH receptor (human) agonism. TRHR cells, calcium flux fluo-8, FDSS agonist mode. AID 493084. activation, % at 2 µM. 0.18% of 360,000 active; in the data active means activation above about 30%; further: 0% is about no effect
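In this calcium-flux screen, cells bearing human TRHR are dye-loaded with fluo-8, baselined for 10 cycles, then exposed to library compounds; positive kinetic calcium responses during the agonist phase mark hits, with TRH as control.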
* hit, by the source's call; ? = inconclusive; . = not tested or not shown; & = joins results of further samples; [ ] = dose if it differs, or a comment. Unless noted, the call rests on the fitted dose curve; in most records, active means well fitted inhibition curve with a large enough effect; inconclusive means small, poorly fitted or top-dose-only effect; inactive means no such curve, though single readings can be large or run the other way.

SMILES	USP1 inh	D2 antagonist	Pin1 inh	TrxR1 substrate	D2 ag	TRHR PAM	rTrxR1 inhibitor	mIDH1 inhibitor	TRHR agonist
CC(C)CC(=O)c1c[nH]c(C(=O)NCc2cccnc2)c1	-20%	9	1%	-16%[57.1 µM]	0.3	3	9%[57.1 µM]	7%	0.1
Cc1ccc(Nc2nc(Nc3ccc(C)cc3)nc(SC3=NCCS3)n2)cc1	-9%	1	2%	2%[57.1 µM]	0.1	15	10%[57.1 µM]	-2%	0.8
COc1ccc(NC(=S)Nc2cccc3ccccc23)cc1OC	-31%	-3	-7%	32%[activator]	-1.1	-1	3%	-4%	-0.2
S=C(Nc1ccc(Cl)cc1)N(CCCN1CCOCC1)Cc1cccs1	0%	1	0%	-6%	1.8	-1	9%[57.1 µM]	-4%	-0.1
O=C(COc1ccc(Cl)cc1)N1CCN(C(=O)c2cccc(F)c2)CC1	-16%	0	1%	4%	2.2	-4	6%	-2%	-0.3
CN1CCN(C(=O)c2ccccc2NC(=O)CCN2C(=O)c3ccccc3C2=O)CC1	-11%	-3	-2%	3%	-0.2	2	3%	4%	0.3
O=C1c2ccccc2NC(c2ccc(O)cc2)N1c1ccccc1 (stereo unspecified)	-5%	-8	3%	6%[2.29 µM]	1.8	0	12%[2.29 µM]	-3%	0.3
CC(C)(C)OC(=O)NCCNC(=O)c1cccs1	-4%	15	-2%	-14%[57.1 µM]	0.3	5	34%[57.1 µM]	10%	0.5
CCOC(=O)N1CCC(N2CCN(S(=O)(=O)CC)CC2)CC1	-8%	-4	-8%	10%	0.2	-2	?	-8%	0.1
CN(C(=O)c1cccs1)c1ccc(OCC(=O)Nc2ccc(C(=O)O)cc2)cc1	-7%	.	-7%	2%	.	10	12%	-1%	0.1
COCCNC(C(=O)Nc1ccc(C)cc1[N+](=O)[O-])c1ccccc1 (stereo unspecified)	-19%	8	-10%	5%[57.1 µM]	0.1	-6	5%[57.1 µM]	1%	0.3
Cc1ccc(C)c(OCC(=O)Nc2ccccc2C(=O)N2CCOCC2)c1	-9%	-6	?	0%	0.1	0	10%	0%	-0.4
CCS(=O)(=O)c1ccc(OC)c(N=Nc2ccc(O)c3ncccc23)c1	-18%	.	?	-8%	.	4	-11%	0%	-0.5
Cn1ccc(C(=O)N/N=C/c2ccncc2)n1	-23%	2	-7%	2%	2.6	3	9%	-4%	0.3
O=C(CCc1ccccc1)N1CCN(CCO)CC1	-12%	-2	-3%	-7%	-0.5	4	3%[57.1 µM]	7%	1.0
CCN(CC)S(=O)(=O)c1cccc(-c2nnc(SCC(=O)c3cc(C)n(C)c3C)o2)c1	-7%	1	24%	-2%	-0.5	16	-5%	1%	-0.9
Cc1cc(C(=O)Nc2ccccc2)oc1C	-8%	-22	0%	-13%	1.0	2	-13%	5%	0.6
CCOC(=O)c1cc(-c2ccccc2)n(-c2cccc(C(=O)Nc3ccc(F)c(F)c3)c2)c1C	-21%	.	15%	0%[57.1 µM]	0.7	-1	20%[57.1 µM]	0%	0.6
Cc1cccn2cc(CNC(=O)c3ccc(Br)o3)nc12	-19%	-6	-1%	16%[57.1 µM]	-0.2	-2	27%[57.1 µM]	1%	-0.5
CC(C)c1csc(CN2CCC(n3nccc3NC(=O)Cc3ccccc3)CC2)n1	-17%	-3	-5%	0%	0.0	-1	-6%	-2%	-0.7
CC(C)CCN1C(N(C)C)=NC[C@@H]1C	23%	-3	2%	-8%	0.6	1	6%[57.1 µM]	-10%	0.2
CCCOc1ccc(S(=O)(=O)N2C(=O)CC(=O)N(Cc3ccc(OCC)cc3)C2=O)cc1	-5%	9	22%	-2%	-0.6	6	5%	-4%	-0.1
COc1ccc(S(=O)(=O)N2CCCCCC2)cc1N(C)S(=O)(=O)c1ccc(C)cc1	-9%	8	3%	-6%	0.6	3	8%	0%	-0.7
C=C(C)C(=O)Nc1ccc(OC(F)(F)C(F)F)c(NC(=O)C(=C)C)c1	16%	-5	2%	3%[57.1 µM]	0.3	-4	-15%[57.1 µM]	-2%	-0.1
CC(C)C[C@@H](CN=[N+]=[N-])N1CCN(CC(C)C)CCC1=O	-28%	6	-7%	20%&1%	0.6	-7	22%&14%	9%	-0.6
CCOC(=O)c1ccc(N2CCCCC2)c(NS(=O)(=O)c2ccc(C)cc2)c1	-21%	-6	-4%	7%[57.1 µM]	-0.4	4	20%[57.1 µM]	5%	1.3
COc1ccccc1N1CCN(C(c2cccs2)C(C)NC(=O)C(=O)N2CCOCC2)CC1 (stereo unspecified)	-16%	-1	-1%	-18%	0.1	-1	?	0%	0.6
Cc1ccccc1OCCCSc1nc2ccccc2[nH]1	-14%	0	3%	-2%	0.9	-1	0%	7%	0.4
CC(=Nc1ccccc1)C1=C(O)COC1=O	15%	0	-3%	4%	-0.6	1	7%	0%	-0.2
Cc1nc(SCC(N)=O)[nH]c(=O)c1Cc1ccc(OC(C)C)cc1	-12%	1	18%	14%	0.2	-4	34%[57.1 µM]	1%	0.5
CCOc1ccc(CCNC(=O)COC(=O)c2cccnc2SC)cc1OCC	-14%	22	-2%	4%	-1.3	3	10%	0%	1.0
COc1ccc(Cl)cc1NC(=O)c1cc(S(=O)(=O)NC2CCCCCC2)ccc1F	-11%	.	11%	-3%[57.1 µM]	.	2	22%[57.1 µM]	3%	0.1
C=CCn1c(NC(=O)c2ccc(Br)o2)c(S(=O)(=O)c2ccccc2)c2nc3ccccc3nc21	?	-12	2%	41%[activator]	-1.6	8	-26%	-3%	-0.3
COCCCNC(=O)CSc1ccc(Cl)cc1	-11%	8	-7%	-6%	-0.1	-4	-12%	4%	0.3
CC(C)N1CCC2(CC1)Oc1ccc(Br)cc1C1CC(c3cccnc3)=NN12 (stereo unspecified)	-8%	12	5%	4%	-0.3	-3	35%	4%	0.5
Cn1c(=O)n(C)c2cc(/C=N/NC(=O)c3ccncc3)ccc21	.	0	.	.	-0.2	3	.	.	0.3
Cc1ccc2nc(NC(=O)CSc3cc(C)[nH]c(=O)n3)sc2c1	-27%	.	101%[activator]	0%[57.1 µM]	1.5	0	4%[57.1 µM]	-10%	1.0
Cc1oc2c(c(C)cc3oc(=O)c(CC(=O)N[C@@H](C)C(=O)O)c(C)c32)c1C	-5%	19	0%	26%	1.4	11	-1%	9%	-0.3
CC(C)n1nnnc1-c1cccc(Cl)c1	-16%	-1	3%	11%	-1.7	-5	18%	9%	-1.1
CC(C)OCCCNC(=O)Cn1ccc2cc(S(=O)(=O)N3CCCCC3)ccc21	-20%	-11	2%	-4%	0.6	-1	6%	2%	-0.2

Rewritten with bars between the fields: 10 of the compounds above.
canonical_smiles | USP1 inh | D2 antagonist | Pin1 inh | TrxR1 substrate | D2 ag | TRHR PAM | rTrxR1 inhibitor | mIDH1 inhibitor | TRHR agonist
CCOc1ccc(CCNC(=O)COC(=O)c2cccnc2SC)cc1OCC | -14% | 22 | -2% | 4% | -1.3 | 3 | 10% | 0% | 1.0
COc1ccc(Cl)cc1NC(=O)c1cc(S(=O)(=O)NC2CCCCCC2)ccc1F | -11% | . | 11% | -3%[57.1 µM] | . | 2 | 22%[57.1 µM] | 3% | 0.1
C=CCn1c(NC(=O)c2ccc(Br)o2)c(S(=O)(=O)c2ccccc2)c2nc3ccccc3nc21 | ? | -12 | 2% | 41%[activator] | -1.6 | 8 | -26% | -3% | -0.3
COCCCNC(=O)CSc1ccc(Cl)cc1 | -11% | 8 | -7% | -6% | -0.1 | -4 | -12% | 4% | 0.3
CC(C)N1CCC2(CC1)Oc1ccc(Br)cc1C1CC(c3cccnc3)=NN12 (stereo unspecified) | -8% | 12 | 5% | 4% | -0.3 | -3 | 35% | 4% | 0.5
Cn1c(=O)n(C)c2cc(/C=N/NC(=O)c3ccncc3)ccc21 | . | 0 | . | . | -0.2 | 3 | . | . | 0.3
Cc1ccc2nc(NC(=O)CSc3cc(C)[nH]c(=O)n3)sc2c1 | -27% | . | 101%[activator] | 0%[57.1 µM] | 1.5 | 0 | 4%[57.1 µM] | -10% | 1.0
Cc1oc2c(c(C)cc3oc(=O)c(CC(=O)N[C@@H](C)C(=O)O)c(C)c32)c1C | -5% | 19 | 0% | 26% | 1.4 | 11 | -1% | 9% | -0.3
CC(C)n1nnnc1-c1cccc(Cl)c1 | -16% | -1 | 3% | 11% | -1.7 | -5 | 18% | 9% | -1.1
CC(C)OCCCNC(=O)Cn1ccc2cc(S(=O)(=O)N3CCCCC3)ccc21 | -20% | -11 | 2% | -4% | 0.6 | -1 | 6% | 2% | -0.2

Other records
SMILES	USP1 inh	D2 antagonist	Pin1 inh	TrxR1 substrate	D2 ag	TRHR PAM	rTrxR1 inhibitor	mIDH1 inhibitor	TRHR agonist
COc1cccc(CNC(=O)CCc2nnc3n(CC(C)C)c(=O)c4ccccc4n23)c1	?	.	1%	-6%	-0.3	-1	17%	0%	-0.1
O=C(Nc1nc(=O)n(C(=O)C2CC2)s1)c1ccccc1	-7%	-12	-3%	-10%	-0.8	13	-18%	5%	-0.1
COC(=O)c1ccc(NC(=O)Cn2nnc(-c3cccs3)n2)cc1	-8%	-27	12%	3%	1.8	4	25%	11%	0.5
Cc1cc2oc(=O)cc(CN3CCC(C)CC3)c2c(C)c1Cl	-21%	7	-6%	0%	-0.7	-6	6%	5%	-0.1
CC1CCN(c2ccc(/C=N\Nc3nncn3N)cc2[N+](=O)[O-])CC1	?	-7	-5%	-4%	-0.9	3	25%	11%	0.2
Cc1cccc(N(C(=O)c2ccc(CN3CCOCC3)o2)C(C(=O)NC(C)(C)C)c2ccc(F)cc2)c1 (stereo unspecified)	-14%	-18	1%	-14%	0.5	4	?	-2%	3.3
COC(=O)c1ccc(NC(=O)Cc2ccccc2)cc1	-19%	-18	0%	14%[57.1 µM]	0.0	5	14%[57.1 µM]	4%	-0.6
O=S(=O)(c1ccc(-c2ccon2)s1)N1CCCC1	?	-3	17%	-6%	0.1	-2	-15%	-7%	0.5
O=C(c1ccccc1)N1CCCCC(Sc2nnnn2-c2ccccc2)C1=O (stereo unspecified)	-4%	.	-6%	3%	.	-3	20%	5%	-0.5

Only part of the results is shown; rates above refer to the full screens.
